Screening data: PubChem, several laboratories
aSyn UTR inh = 5' untranslated region of α-synuclein, MLPCN primary screen; alpha-synuclein 5'UTR reporter, inhibitor activity; inhibition, % (tested at 7.5 µM); 300,000 compounds, 0.82% hits; AID 1813; in the data active means inhibition above about 60%;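 further: H4 neuroglioblastoma cells stably carrying SNCA 5'UTR luciferase fusion; 0% = DMSO wells and 100% = positive control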
KLF5 inhibitor = suppresses KLF5 promoter-driven expression. inhibition, % at 5 µM. 290,000 compounds, 0.23% hits. AID 1700. DLD-1 KLF5 promoter-luciferase reporter, luminescence;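 active means inhibition above a per-plate limit of that plate's mean compound inhibition plus 3 SD, cut at about 60% in these data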;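 further: 0% = DMSO wells and 100% = LY294002 at 200 µM; higher means less KLF5 promoter-driven luciferase light; inactives centre near -14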
IEC-6 cytotox = kills IEC-6 intestinal cells in KLF5 counter-screen; IEC-6 cytotoxicity, luminescence viability; inhibition, % at 5 µM; 290,000 compounds, 0.78% hits; AID 1825; in the data active means inhibition above about 22%;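 further: 0% = plate median of test compound wells and 100% = cytotoxic reference compound wells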
HSF1 inh = HSF1 inhibition; activity change, negative = inhibition, % at 7.5 µM (by protocol); NIH3T3-HGL HSE-luciferase, MG132-induced, luminescence 8 h; stronger effect = lower value; AID 2098; 300,000 compounds, 0.77% hits;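 active means more than half of replicate wells show activity change below -50%, luminescence cut by over half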;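 further: luciferase reports HSF-1 transcriptional activity via heat shock element; 0% = median of DMSO wells and -100% = zero luminescence signal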
GSK3B inh = blocks human GSK3beta kinase activity; P49841; GST-GSK3beta kinase, ADP-Glo luminescence, 60 min; stronger effect = lower value; activity score (negative = inhibition), % at 10 µM; 300,000 compounds, 0.038% hits; AID 2097;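 active means more than half of replicate wells score below -50%, meaning over 50% inhibition versus plate controls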;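 further: 0% = median DMSO wells and -100% = median GW8510 positive control wells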
Target sequence (P49841 whole entry, looked up): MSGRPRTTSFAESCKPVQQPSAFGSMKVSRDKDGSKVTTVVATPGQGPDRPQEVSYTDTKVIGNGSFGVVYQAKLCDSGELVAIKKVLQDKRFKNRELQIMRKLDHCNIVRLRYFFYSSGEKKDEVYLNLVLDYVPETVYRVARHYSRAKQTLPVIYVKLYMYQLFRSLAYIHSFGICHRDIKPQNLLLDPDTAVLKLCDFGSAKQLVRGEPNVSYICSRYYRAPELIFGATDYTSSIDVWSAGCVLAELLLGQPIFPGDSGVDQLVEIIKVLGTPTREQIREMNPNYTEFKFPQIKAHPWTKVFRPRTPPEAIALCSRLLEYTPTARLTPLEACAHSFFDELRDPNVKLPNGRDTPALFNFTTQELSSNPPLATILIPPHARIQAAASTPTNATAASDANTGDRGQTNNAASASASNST
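Assay system: GST-fused GSK3beta enzyme, cell-free / Medium: Tris pH 7.5 buffer with MgCl2, DTT, BSA, heparin / Also added: peptide substrate plus 25 µM ATP (final) / Compound: 10 µM single point / Timing: kinase reaction with compound 60 min at room temperature / Detection: ADP-Glo luminescence / Benchmarks: DMSO neutral wells and GW8510 at 20 µM as positive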
HSF-1 act = increases HSF-1 driven luciferase reporter signal. NIH3T3-HGL HSF-1 luciferase reporter, MG132, 8 h; 100% = twice DMSO control signal. activation, % at 9 µM. 300,000 compounds, 1.7% hits. AID 504408;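 active means mean replicate activation of at least 50% with a set share of replicates each reaching 50%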;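 further: 0% = median of the neutral control wells and 100% = twice that signal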
HIF activator = HIF pathway transcriptional activation; U2OS HRE-luciferase reporter, luminescence; normalized: DMSO 0%, desferrioxamine 100%; activation, % at 7.5 µM (by protocol); 300,000 compounds, 0.32% hits;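 active means mean activation of at least 10% of the iron chelator positive control signal, with at least half of replicates also reaching 10%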
HSP90 refold inh = inhibitors of HSP90 luciferase refolding in rabbit reticulocyte lysate. luciferase refolding luminescence, 3 h. inhibition, % at 5.6 µM. 290,000 compounds, 0.91% hits. AID 1789;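 active means inhibition above the screen-wide mean plus 3 SD, computed separately per campaign, cut at about 16% in these data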;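 further: 0% = DMSO wells and 100% = 60 µM geldanamycin wells; inhibitors lower the luminescence because luciferase stays unfolded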
GSK3 alpha inh = blocks human GSK-3 alpha kinase. P49840. ADP-Glo luminescence, 60 min. inhibition, % at 10 µM. 320,000 compounds, 0.1% hits;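 in the data active means inhibition above about 50%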;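 further: GST-tagged GSK-3 alpha with peptide substrate and 25 µM ATP; 0% = DMSO neutral wells and 100% = GW8510 positive control wells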
Target sequence (P49840 whole entry, looked up): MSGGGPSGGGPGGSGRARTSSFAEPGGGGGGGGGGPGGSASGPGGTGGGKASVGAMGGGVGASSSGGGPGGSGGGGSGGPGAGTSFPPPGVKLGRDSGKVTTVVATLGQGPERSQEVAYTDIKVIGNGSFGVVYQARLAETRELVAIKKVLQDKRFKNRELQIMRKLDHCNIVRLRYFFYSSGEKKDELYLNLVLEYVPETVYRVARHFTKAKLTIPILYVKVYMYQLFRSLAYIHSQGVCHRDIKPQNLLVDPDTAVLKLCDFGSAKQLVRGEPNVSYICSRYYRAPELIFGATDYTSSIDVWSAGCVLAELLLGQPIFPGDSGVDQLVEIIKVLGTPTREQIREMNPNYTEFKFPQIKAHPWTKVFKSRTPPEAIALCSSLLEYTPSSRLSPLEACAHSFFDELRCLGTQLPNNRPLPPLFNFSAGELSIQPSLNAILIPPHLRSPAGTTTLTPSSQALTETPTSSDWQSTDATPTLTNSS
AI-2 QS modul = modulates the Vibrio harveyi AI-2 quorum sensing system. Vibrio harveyi JMH597 AI-2 luminescence/OD600 ratio, 9 h; stronger effect = lower value; strain lacks LuxN and CqsS sensors; 0 = neutral-control median. activity change, % at 7.5 µM. 300,000 compounds, 0.4% hits; in the data active means activity change below about -75%, passing the limit was not always enough;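 further: luminescence divided by OD600 gain over 9 h not by final OD600 alone; inactives centre near 13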
* = called active by the depositor; · = no result given.

SMILES	aSyn UTR inh	KLF5 inhibitor	IEC-6 cytotox	HSF1 inh	GSK3B inh	HSF-1 act	HIF activator	HSP90 refold inh	GSK3 alpha inh	AI-2 QS modul
Cc1ccc(-n2c(O)c(/C=N/N3CCCCC3c3cccnc3)c(=O)[nH]c2=S)cc1 (stereo not given)	-57	-16	-2	-4	-2	-3	0.4	-4	·	5
COc1ccc(Nc2ncc(C(=O)N3CCC4(CC3)OCCO4)c3ccccc23)cc1	26	-43	-5	-3	-7	4	-0.1	3	-2	9
COC(=O)C1=C(c2cccc(OC)c2OC)C[C@@H]2CC[C@H]1N2C(=O)N1CCCC1	-1	·	·	-2	18	4	0.1	·	-1	10
CCc1ccc(N2C(=O)NC(=O)/C(=C/c3ccsc3)C2=O)cc1	4	-3	-2	·	0	·	-0.2	-2	-37	33
CCC[N+]12CCC(CC1)C(C(O)(c1ccccc1)c1ccccc1)C2 (stereo not given)	4	1	-1	-4	4	9	-0.4	2	1	10
O=C1COc2ccc(C(=O)COC(=O)Cc3ccccc3)cc2N1	-11	·	·	1	-2	15	0.4	·	1	-90*
CC1(C)C2([N+](=O)[O-])CN3CC1([N+](=O)[O-])CN(C2)C3c1cccnc1 (stereo not given)	-3	-2	-9	-1	4	2	-0.2	0	0	26
CCC(=Nc1ccc(OC)cc1OC)c1c(O)n(C)c(=O)n(C)c1=O	-8	-15	-3	-2	3	-7	0.7	1	-1	22
CCC(C)/C=C(C)/C=C/C1=CC2=C(Cl)C(=O)C(C)(OC(C)=O)C(=O)C2=CO1 (stereo not given)	-96	-31	2	-4	-2	-9	0.6	-4	-3	39
COCCCn1c(N)c(C(=O)NCCC(C)C)c2nc3ccccc3nc21	13	-3	-1	12	1	9	-0.9	2	2	7
CCCCCCn1c(O)c(C=Nc2ccccc2N2CCOCC2)c(=O)[nH]c1=S	-15	-19	5	1	1	12	-0.3	4	-4	2
O=c1[nH]c(=S)n(-c2ccccc2)c(O)c1/C=N/N1CCOCC1	-53	-9	-3	-1	-2	4	-0.2	-7	2	29
N=c1sccn1Cc1ccccc1F	-6	-22	-2	5	-1	1	-2.8	-1	-1	15
CCCCCn1c(=O)c(C(=O)Nc2cc(C)ccn2)c(O)c2ccccc21	25	8	-2	0	2	17	0.5	1	0	-4
CCCN(CC#CCOc1ccc(OC)cc1)CCC	-4	-23	-4	-2	-3	12	-0.1	-5	0	14
COc1ccc(-n2c(SCCN(C)C)nc3ccccc3c2=O)cc1	-4	-6	-5	-2	1	-17	0.6	1	2	-12
CCN(CC)C(=O)Cn1cc(/C=C2\C(=O)NC(=O)N(c3ccccc3F)C2=O)c2ccccc21	-23	-21	-5	6	3	10	-50	4	4	37
CN(CCOc1ccc(C=C2C(=O)NC(=O)NC2=O)cc1)c1ccccn1	-45	-43	-1	5	1	-3	0.9	2	0	8
O=C(COc1ccc2ccccc2c1)N1CCN(Cc2c[nH]c3ccccc23)CC1	-28	-17	5	12	2	30	0.4	-2	0	19
CCOC(=O)c1c(NC(=O)C(c2ccccc2)c2ccccc2)sc2c1C1CCN2CC1	31	-10	6	4	0	18	-0.3	4	1	24
COC[C@]12CN(C)C3C4[C@H](OC)[C@H]1C3([C@@H](OC)C[C@H]2O)[C@@H]1C[C@@]2(O)[C@H](OC(=O)c3ccccc3)[C@@H]1[C@]4(OC(C)=O)[C@@H](O)[C@@H]2OC	2	·	·	-1	0	6	-0.3	·	-1	7
COc1ccc(NC(=O)c2cn(CCC#N)nc2-c2cccc(Br)c2)cc1	-1	-24	0	2	4	0	0.9	-6	-1	9
O=C(c1ccc(F)cc1Cl)N1CCC2(CC1)OCCO2	-6	2	-4	-2	0	10	-18	-6	1	3
Cn1c(O)c(/C=C2/C=CC=N2)c(=O)[nH]c1=O	8	1	6	-1	2	8	-0.6	0	1	20
COc1ccc(C2SCC(=O)Nc3c2c(C)nn3-c2ccccc2)cc1 (stereo not given)	15	4	-6	-8	1	-11	-1.1	5	0	22
COc1ccc(-n2c(O)c(C(C)=NC3CC3)c(=O)[nH]c2=O)cc1	5	4	-4	-1	4	-12	0.0	1	6	15
CCOc1ccc(-n2c(-c3cccs3)nc3ccccc3c2=O)cc1	38	-41	-4	-4	2	6	0.1	1	-1	31
Cc1cc(C)cc(-n2c(C)cc(/C=C3\C(=O)NC(=O)N(C)C3=O)c2C)c1	-1	-9	3	-4	5	-29	0.1	-1	-2	11
O=c1c2ccccc2nc(-c2ccccc2)n1-c1ccccn1	-7	-25	-8	5	-1	-6	-0.3	0	1	3
CN1CCN(c2cn[nH]c(=O)c2Cl)CC1	5	9	-4	-3	-1	0	-0.4	3	1	14
Cc1nn(CC(=O)N2CCC3(CC2)OCCO3)c(=O)c2cc3ccccc3n12	-10	-15	2	1	1	-1	0.0	-6	-1	23
Cc1cccc(NC(=O)[C@@H](NC(=O)N2C[C@H]3C[C@@H](C2)c2cccc(=O)n2C3)C(C)C)c1	8	-23	5	2	-1	11	1.3	-3	-2	9
C=CCc1cc(C=C2C(=O)NC(=O)NC2=O)cc(OC)c1OCc1ccc(C(=O)O)cc1	-5	-4	-4	1	1	16	0.3	2	-5	26
CCC1CO/C(=C(\C(Cl)=C(Cl)Cl)[N+](=O)[O-])N1Cc1ccc(Cl)nc1 (stereo not given)	0	-30	2	-8	0	-6	-1.5	-2	-1	20
CC(=Nc1ccc2c(c1)CCC2)c1c(O)n(C2CCCCC2)c(=O)[nH]c1=O	6	8	4	-4	1	-7	-0.2	2	-6	15
O=C(COc1ccc(Cl)cc1)N(c1ccc(Cl)cc1)C1CN2CCC1CC2 (stereo not given)	-22	-28	-3	0	-4	-2	-0.6	3	-1	5
CCOP(=O)(OCC)C(NC(=O)c1ccccc1)=C(Cl)Cl	-8	9	3	-4	2	7	-0.3	2	-1	5
O=C1NC(=S)NC(=O)C1=Cc1ccc(Br)s1	-27	-30	-6	-5	3	4	-9.8	-2	1	-87*
CN(C)C(CNC(=O)Cc1ccc(Br)cc1)c1ccccc1 (stereo not given)	-2	4	-2	3	3	2	0.8	-2	-2	14
CC1CCCCN1C(=O)Cn1cc(C=C2C(=O)N(C)C(=O)N(C)C2=O)c2ccccc21 (stereo not given)	11	-37	5	-5	0	-15	-0.4	0	-4	2
CCCCn1c(O)c(C(CC)=NC(C)c2ccccc2)c(=O)[nH]c1=O (stereo not given)	21	-26	-5	1	-2	4	0.0	-5	-2	16
N#CC1=C(N)Oc2c(c(=O)oc3ccccc23)C1c1ccncc1 (stereo not given)	·	-27	5	·	·	·	·	0	-2	·
Clc1ccc2[nH]c3c(c2c1)CCNC3	14	-23	10	2	-2	3	0.6	-3	0	9
CC(C)c1oc(=O)cc2c1[C@@H](O)[C@H]1OC(=O)[C@@]3(C)C[C@@H](O)[C@@H](O)[C@@]2(C)C13 (stereo not given in full)	7	18	18	9	4	-3	-0.4	2	0	1
O=C(c1ccccc1)c1cn(CC(=O)N2CCCc3ccccc32)c2ccccc12	24	-33	-5	4	0	21	-0.2	-1	2	5
c1ccc(CNCCc2ccc3c(c2)OCO3)nc1	-13	0	2	-10	4	-12	0.3	1	-3	21
O=C(CN1CCN(CCO)CC1)Nc1ccc(Cl)cc1C(=O)c1ccccc1	11	-10	5	-4	-17	0	-0.1	1	-2	10
COc1ccc(C(=O)C2CCCN(Cc3ccc(C)s3)C2)cc1OC (stereo not given)	-3	-2	0	1	2	6	0.2	1	-4	16
CCOC(=O)C1(CCCc2ccccc2)CCN(C2CCCC2)CC1	9	-28	1	0	4	-1	0.1	-1	-4	15
Cc1nc2ccccc2c(=O)n1-c1ccncc1	15	-23	-2	·	2	-5	0.1	-6	-3	8

By substructure, those above with a cyano group.
SMILES	aSyn UTR inh	KLF5 inhibitor	IEC-6 cytotox	HSF1 inh	GSK3B inh	HSF-1 act	HIF activator	HSP90 refold inh	GSK3 alpha inh	AI-2 QS modul
COc1ccc(NC(=O)c2cn(CCC#N)nc2-c2cccc(Br)c2)cc1	-1	-24	0	2	4	0	0.9	-6	-1	9
N#CC1=C(N)Oc2c(c(=O)oc3ccccc23)C1c1ccncc1 (stereo not given)	·	-27	5	·	·	·	·	0	-2	·

(listing goes on)
SMILES	aSyn UTR inh	KLF5 inhibitor	IEC-6 cytotox	HSF1 inh	GSK3B inh	HSF-1 act	HIF activator	HSP90 refold inh	GSK3 alpha inh	AI-2 QS modul
CN(C)c1cc(N)c2c(n1)CCC2 (tested in a mixture with another compound)	15	-4	8	1	3	2	-0.2	0	0	20
Cc1cc(NC(=O)CCl)nn1C	-94	-12	-2	2	0	17	-1.3	2	-2	24
CN1CN(c2cccc([N+](=O)[O-])c2)CN=C1N[N+](=O)[O-]	-3	-15	-9	-4	1	4	-1.0	-2	1	7
Cc1ccc2c(c1)c(=O)c1c3n2CCN(CC#N)C3CC1 (stereo not given)	-13	0	-9	-10	4	-1	-0.5	3	10	11
CN1C(=O)NC(=O)/C(=C/c2ccc(C(=O)O)cc2)C1=O	10	-14	4	0	1	-4	0.2	1	-1	11
COc1ccc(-n2c(C)nc3cc(C(=O)N4CCC5(CC4)OCCO5)ccc32)cc1	-3	5	2	3	2	0	0.5	-1	1	23
N#CC(c1ccccc1)N1CCOCC1 (stereo not given)	2	-21	8	-4	4	-10	0.4	8	-1	23
CC(=NCCc1ccccc1)c1c(O)[nH]c(=O)[nH]c1=O	14	3	-1	2	-17	0	-0.3	5	2	16
CN1CCN(c2ccc([N+](=O)[O-])c3cccnc23)CC1	12	-20	0	-57*	-2	-67	0.3	3	-17	6
O=C1CC(c2ccccc2)CC(O)=C1C=NCCN1CCN(C(=O)Cc2ccccc2)CC1 (stereo not given)	-4	-20	5	0	-1	-2	-0.5	4	-2	2
O=c1[nH]c(=S)[nH]c(O)c1N=Nc1ccc2c(c1)OCO2	-74	-6	1	-4	1	-8	-0.1	-1	1	212
O=C(c1cc(F)ccc1F)C1CCCN(CCCc2ccccc2)C1 (stereo not given)	-1	1	4	8	0	-5	0.2	-1	-4	22
O=C(Nc1ccc(Br)cc1)c1nn(C23CC4CC(CC(C4)C2)C3)cc1Br	9	1	0	-9	-7	-7	0.3	-3	-1	-9
COc1ccc(-n2c(-c3ccccc3)nc3ccccc3c2=O)cc1	7	-5	-4	-3	4	-5	0.0	-1	-1	6
O=C1/C(=C\c2ccc3c(c2)OCO3)N2CCC1CC2	17	-22	3	-6	0	4	0.1	1	3	20
COc1ccccc1CN1CCN(C(=O)COc2cccc(C)c2)CC1	-2	-13	-4	-6	0	-12	-0.1	-2	0	3
CN1C(=O)N(C)C(=O)C2(Cc3cc([N+](=O)[O-])ccc3N(C)C2c2ccccc2)C1=O (stereo not given)	-62	-31	3	-4	0	6	-0.1	-1	-2	10
O=[N+]([O-])c1cc(F)c(N2CCCCC2)cc1Br	3	-49	-4	-2	2	-6	-0.1	-2	1	-8
CCSc1nnc([C@@H](N)Cc2ccccc2)o1	23	-26	1	11	·	8	-0.1	6	-4	·
CCC1(C)CN(S(=O)(=O)OCC(Cl)(Cl)Cl)C(=O)N1 (stereo not given)	4	-19	-7	-5	0	-9	1.2	-10	-2	16

Not all compounds are listed; the hit share may differ from the screen's.
